# Kir21 inh = inhibitors of mouse Kir2.1 inward-rectifier potassium channel | B-score at 10 µM | 0.85% of 310,000 active | AID 1672, 2009 | Inward rectifier potassium channel 2 (Mus musculus), P35561 | HEK293-Kir2.1, FluxOR thallium flux fluorescence; active compounds read low;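 active means fluorescence ratio B-score at or below minus 3 SD of library scores, with starting-brightness B-score within 2 SD, cut at about -4.2 in these data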;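 further: channel flux triggered by added potassium and thallium sulfate stimulus; B-score of peak minus minimum fluorescence over baseline after thallium stimulus; more negative B-score means stronger Kir2.1 block with less thallium influx; some compounds called inactive have numbers as strong as hits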
# STK33 kinase inh = inhibitors of purified STK33 kinase, primary screen, biochemical, ADP-Glo luminescence, homogeneous, cell-free; inhibition, % at 10 µM; AID 2661, 2010; 0.073% of 320,000 active; Serine/threonine-protein kinase 33 (Homo sapiens), Q9BYT3; MBP phosphorylation;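 active means inhibition at or above 25%, using the most active replicate where run in duplicate; inactive means inhibition below 25%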
# KCNQ2 inh = KCNQ2 potassium channel inhibitors, primary screen, cell-based, CHO-K1, FluxOR thallium flux, B-score (AID 2156). 1.1% of 310,000 active. 20 min; active compounds read low. B-score at 10 µM. Potassium voltage-gated channel subfamily KQT member 2 (Rattus norvegicus), O88943;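 active means fluorescence ratio B-score at most minus 3 library SDs, with starting brightness B-score within 2 library SDs, cut at about -5.5 in these data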
# Target sequence (O88943 whole entry, looked up): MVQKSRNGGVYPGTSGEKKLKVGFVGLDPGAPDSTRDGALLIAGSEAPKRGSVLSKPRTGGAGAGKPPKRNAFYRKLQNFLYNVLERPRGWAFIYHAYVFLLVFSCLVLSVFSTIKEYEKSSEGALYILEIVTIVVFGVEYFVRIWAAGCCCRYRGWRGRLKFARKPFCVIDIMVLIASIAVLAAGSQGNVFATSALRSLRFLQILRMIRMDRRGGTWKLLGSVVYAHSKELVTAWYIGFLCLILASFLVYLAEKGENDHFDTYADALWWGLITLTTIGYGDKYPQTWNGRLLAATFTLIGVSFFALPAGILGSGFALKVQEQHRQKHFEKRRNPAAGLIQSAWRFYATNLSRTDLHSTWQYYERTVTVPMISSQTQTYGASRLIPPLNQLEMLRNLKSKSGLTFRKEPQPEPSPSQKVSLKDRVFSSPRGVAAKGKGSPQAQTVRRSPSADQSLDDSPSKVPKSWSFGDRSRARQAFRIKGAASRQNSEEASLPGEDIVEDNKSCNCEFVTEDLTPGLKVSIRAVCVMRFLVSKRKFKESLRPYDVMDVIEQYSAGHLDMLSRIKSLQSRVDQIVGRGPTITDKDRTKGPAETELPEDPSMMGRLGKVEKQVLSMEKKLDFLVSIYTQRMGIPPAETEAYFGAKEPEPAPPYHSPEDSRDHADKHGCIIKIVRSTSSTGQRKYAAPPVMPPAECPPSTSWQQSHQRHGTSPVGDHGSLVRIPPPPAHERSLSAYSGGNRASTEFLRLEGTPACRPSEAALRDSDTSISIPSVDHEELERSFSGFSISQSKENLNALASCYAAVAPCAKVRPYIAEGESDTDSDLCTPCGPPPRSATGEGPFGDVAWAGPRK
# * hit, by the source's call; i = inactive; / = not tested or not shown.
Kir21 inh | STK33 kinase inh | KCNQ2 inh | Molecule
3.16 | 0.1 | i | CC(=O)Nc1ccc(NC(=O)C(C)OC(=O)C2(c3ccc(F)cc3)CCCC2)cc1 (stereo not given)
-3.41 | -0.7 | i | CCCn1c(SCC(=O)N2c3ccccc3CCc3ccccc32)nc2c1c(=O)n(C)c(=O)n2C
-1.5 | 1.2 | i | O=C(/C=C/Nc1ccc(F)c(Cl)c1)c1ccco1
-0.75 | 1.6 | i | C=CCOc1ccc(Br)cc1CNCCCN1CCOCC1
-0.42 | -4.0 | i | O=S(=O)(c1ccc2ccccc2c1)N1CCN(CCO)CC1
1.81 | 0.7 | i | COc1ccc(OCCCC(=O)Nc2nccs2)cc1
-1.86 | -0.4 | i | O=C(COc1ccc2c(-c3ccccc3)cc(=O)oc2c1)NCCCn1ccnc1
1.08 | 0.1 | i | Cc1ccc(C2C3=C(CC(C)(C)CC3=O)OC3=C2C(=O)CC(C)(C)C3)cc1
-0.96 | 0.8 | i | Nc1c(C(=O)CCC(=O)O)oc2ccc(Cl)cc12
-0.03 | -2.0 | i | COC(=O)c1cccc(NC(=O)Cn2cnc3c2c(=O)n(C)c(=O)n3C)c1
1.29 | -0.7 | i | CCOc1cc(NC(=S)NCCCOC)c(OCC)cc1NC(=O)c1ccco1
0.46 | -0.4 | i | CCOc1ccc(NC(=O)COC(=O)C2(C)CC2(Cl)Cl)c([N+](=O)[O-])c1 (stereo not given)
0.69 | -0.2 | i | C/C(=N\NC(=S)NCc1ccccc1)c1ccc2ccccc2c1
-0.05 | -0.7 | i | CC1=C(C(=O)OCc2ccccc2)C(c2ccccc2-c2ccccc2)NC(=O)N1CCCCCC(=O)O (stereo not given)
-2.23 | -0.7 | i | Cc1ccc(S(=O)(=O)N2CCOCC2)cc1C(=O)OC(C)C(=O)c1ccccc1 (stereo not given)
-0.98 | -2.0 | i | CCCc1nnc(NC(=O)CCC(=O)N2CCN(Cc3cc(Cl)ccc3OC)CC2)s1
0.08 | -0.6 | i | COc1ccc(C(N)=O)cc1N
-0.72 | -0.4 | i | COc1ccccc1Nc1nc(N)nc(CN2CCC(C)CC2)n1
0.08 | 4.9 | i | COc1cc([N+](=O)[O-])cc2sc(NC(=O)C3CC3)nc12
1.47 | -1.4 | i | Cc1ccc(C(=O)NCCNC(=O)c2ccccc2)cc1
0.83 | -2.0 | i | COc1cc(/C=N/NS(=O)(=O)c2ccc(C)c([N+](=O)[O-])c2)cc([N+](=O)[O-])c1O
0.32 | -0.5 | i | Cc1cccc(Nc2nc(NCc3ccco3)nc(N)c2[N+](=O)[O-])c1
0.37 | -0.1 | i | Cc1cccc(CCNC(=O)Cn2ncc3c([nH]c4ccc(C)cc43)c2=O)c1
0.93 | -0.8 | i | Cc1nccn1CCc1nc(N)nc(N)n1
-1.21 | -0.7 | i | C#Cc1ccc([C@@H]2C=C(C(=O)Nc3ccccc3)O[C@H](OCC)[C@H]2CCCO)cc1

# The final 2 entries of the section before come first, to join the parts.
Kir21 inh | STK33 kinase inh | KCNQ2 inh | Molecule
0.93 | -0.8 | i | Cc1nccn1CCc1nc(N)nc(N)n1
-1.21 | -0.7 | i | C#Cc1ccc([C@@H]2C=C(C(=O)Nc3ccccc3)O[C@H](OCC)[C@H]2CCCO)cc1
0.59 | -1.1 | i | CCOc1ccc(C(=O)NCCO)cc1
-0.03 | -1.1 | i | CCOC(=O)C1CCCN(CC(O)COc2cccc(C)c2)C1 (stereo not given)
2.08 | -1.4 | i | CN(C(=O)COC(=O)CSc1ccc([N+](=O)[O-])cc1)C1CCS(=O)(=O)C1 (stereo not given)
2.61 | -0.7 | i | Cc1cc(C(C2C(=O)CC(C)(C)CC2=O)C2C(=O)CC(C)(C)CC2=O)cc(C)c1OC(F)F
-1.88 | -1.4 | i | CCCCCC1CC(CC(=O)NC(=S)Nc2ccccc2Cl)C(=O)O1 (stereo not given)
-4.6* | 0.0 | i | O=C(CCNC(=O)c1ccc(Cl)cc1)Nc1ccccc1N1CCCCC1
-2.81 | 0.3 | i | Cn1c(=O)c2[nH]c(N3CCOCC3)nc2n(-c2ccccc2)c1=O
1.82 | 0.6 | i | COc1ccccc1OCc1nnc(SCC(=O)c2cc(Cl)ccc2OC)o1
-1.09 | 1.4 | i | CC1(CCl)N([O-])C2=C(CCCC2)[N+]1=O (stereo not given)
1.03 | -0.8 | i | Cc1cccc(Sc2ccc([N+](=O)[O-])cc2[N+](=O)[O-])n1
1.17 | 0.6 | i | O=C(NCCc1c[nH]c2ccc(Cl)cc12)c1cccnc1
-1.02 | 0.2 | i | COc1ccc(NC(=O)N2CCC(c3nc4ccccc4[nH]3)CC2)cc1
-0.26 | -0.4 | i | CCCS(=O)(=O)c1cn2cccc(N)c2c1S(=O)(=O)CCC
-1.37 | 0.8 | i | Cc1nc2ccc(NC(=O)CSc3nnc(C)s3)cc2[nH]1
-0.99 | 0.3 | i | CCC1=NN2C(=N)/C(=C/c3ccc(OS(=O)(=O)c4ccccc4)cc3)C(=O)N=C2S1
-0.68 | 0.3 | i | COc1ccc(C(NC(=O)C2C3C=CC(C3)C2C(=O)O)c2ccccc2)cc1 (stereo not given)
0.47 | 0.2 | i | NC(=O)CSc1nc2ccc([N+](=O)[O-])cc2[nH]1
-0.09 | -0.1 | i | Cc1ccc(S(=O)(=O)N2CCCCC2)cc1NC(=O)CCc1nc2ccccc2c(=O)[nH]1
0.28 | -4.0 | i | COc1ccc(C(=O)/C=C/c2ccc(OC3CSC3)cc2)cc1OC
1.46 | 0.5 | i | O=C(NCC1CCCO1)c1ccccc1-c1nc(-c2ccc(F)cc2)no1 (stereo not given)
2.03 | 1.1 | i | O=C(NC1CCCCC1)C(c1ccc(F)cc1)N(C(=O)c1csnn1)C1CCCC1 (stereo not given)
0.8 | -2.0 | i | CCN(CC)CCCNC(=O)c1cc2nc3c(c(C(F)(F)F)n2n1)CCc1ccccc1-3
0.42 | 0.2 | i | CCCCC(=O)OCc1nc(N)nc(Nc2ccccc2C)n1
1.71 | -0.4 | i | O=C(CC1c2ccccc2Oc2ccccc21)N1CCN(c2ccccn2)CC1
-2.53 | -2.3 | i | CC(C)(C)SCCNC(=O)CN(c1ccccc1)S(=O)(=O)c1ccc(F)cc1

# An excerpt from above in order of their number in STK33 kinase inh, ascending.
Kir21 inh | STK33 kinase inh | KCNQ2 inh | Molecule
0.59 | -1.1 | i | CCOc1ccc(C(=O)NCCO)cc1
1.71 | -0.4 | i | O=C(CC1c2ccccc2Oc2ccccc21)N1CCN(c2ccccn2)CC1
0.47 | 0.2 | i | NC(=O)CSc1nc2ccc([N+](=O)[O-])cc2[nH]1
1.17 | 0.6 | i | O=C(NCCc1c[nH]c2ccc(Cl)cc12)c1cccnc1

# Next compounds
Kir21 inh | STK33 kinase inh | KCNQ2 inh | Molecule
0.42 | 1.4 | i | CC1CCc2c(sc(NC(=O)c3ccc(-c4ccccc4[N+](=O)[O-])o3)c2C#N)C1 (stereo not given)
0.69 | -1.9 | i | CC(=O)Nc1ccc(NC(=O)CCSCCc2ccccn2)cc1
0.49 | 3.7 | i | CN(CC(=O)Nc1ccccc1)CC(=O)Nc1ccc(F)cc1
0.18 | -0.1 | i | NC(=O)C1CCN(C(=O)CNC(=O)c2ccc(Br)o2)CC1
-0.9 | 1.0 | i | O=C1C=C(Nc2ccccc2O)c2ccccc2C1=O
0.1 | -1.2 | i | N#CCSc1nc(-c2ccccc2)nc2ccccc12
0.06 | -0.8 | i | O=C(CCc1nnc(CCc2ccccc2)o1)NC(c1cccnc1)C(F)(F)F (stereo not given)
-0.03 | -0.6 | i | CN(C)CCNc1c2c(nc3nnnn13)CCCC2
1.8 | -1.7 | i | CCn1c(=O)c2ccccc2n(Cc2cccc([N+](=O)[O-])c2)c1=O
0.82 | -0.9 | i | CCOC(=O)c1c(COC(=O)c2ccco2)nc2ccccc2[n+]1[O-]
-0.56 | -2.0 | i | Cc1ccc(N2C(=O)C3ON(c4ccccc4)C(CC(C)C)C3C2=O)cc1 (stereo not given)
-0.12 | -1.5 | i | CCc1noc(C)c1C(=O)Nc1cc(C(F)(F)F)ccc1-n1cncn1
0.91 | / | i | Cc1ccc(C(=O)Nc2ccc(Nc3ccccc3)cc2)c(Cl)c1
0.02 | 0.2 | i | C/C=C/C=C/C(=O)Nc1cccc(C2=NOC3(C2)C[C@H](C(N)=O)N(C(=O)CC(c2ccccc2)c2ccccc2)C3)c1 (stereo not given in full)
-2.69 | 1.4 | i | Cc1cc(/C=C(/C#N)C(=O)Nc2ccccc2)c(C)n1-c1cccnc1
-0.32 | -1.3 | i | CCOc1ccc(C(=O)NCCc2ccccc2)cc1
-1.26 | 0.0 | i | CCOC(=O)c1[nH]c(C)c(C(=O)OCC(=O)N(C)C2CCS(=O)(=O)C2)c1C (stereo not given)
-0.55 | -0.3 | i | CCOc1ccc(NC(=O)c2ccccc2CO)cc1
-0.57 | 0.2 | i | O=C(CCS(=O)(=O)c1ccc(F)cc1)Nc1nc(-c2ccncc2)cs1
0.44 | 1.5 | i | CC1CCc2c(sc(/N=C/c3ccco3)c2C(N)=O)C1 (stereo not given)
-2.78 | -0.6 | i | Brc1ccc(OCCn2ccnc2)cc1
0.82 | -16.6 | i | N#Cc1ncccc1CCc1cccc(Cl)c1
-6.62* | 1.3 | -5.87* | Cc1[nH][nH]c(=O)c1C(c1ccc(-c2cccc(Cl)c2)o1)c1c(C)[nH][nH]c1=O
0.52 | 0.0 | i | COc1cc2c(cc1OC)C1(CCCC1)CNC2c1ccc([N+](=O)[O-])cc1 (stereo not given)
-0.01 | -1.7 | i | COc1ccc2c(c1OC)C(=O)N(c1ncn[nH]1)C2
0.79 | -0.4 | i | O=c1[nH]nc(Cc2ccc(Cl)cc2)c2ccccc12
0.11 | 1.3 | i | CCC1(CC)NC(=O)N(CC(=O)OC(C)C(=O)Nc2ccccc2OC)C1=O (stereo not given)
0.84 | 0.7 | i | O=C1Nc2cc3c(cc2Sc2ccccc21)OCCO3
0.27 | -2.5 | i | Cc1ccccc1-n1c(=O)cc(NCC2CCCO2)[nH]c1=O (stereo not given)
0.33 | -0.4 | i | NC(=O)C1CCN(C(=O)COc2ccc(S(=O)(=O)NCc3ccccc3)cc2Cl)CC1
0 | 0.1 | i | O=C(Nc1ccc(Cl)c(Cl)c1)Nn1cnnc1
2.23 | -0.4 | i | COc1cccc(-c2nc(CS(=O)(=O)CC(=O)Nc3cc(C)ccc3C)c(C)o2)c1
-0.03 | -2.1 | i | CC1=NC(=O)C(N=Nc2cccc(C(=O)O)c2)N1c1ccccc1 (stereo not given)
0 | -1.5 | i | O=C(/C=C/c1cccc(Cl)c1)Nn1c(-c2cccs2)nc2ccccc2c1=O
-1.68 | / | i | COc1ccc(S(=O)(=O)N(C)C)cc1NC(=O)c1ccc(OCC(=O)N2CCOCC2)c(OC)c1
-1.26 | -1.9 | i | Cc1ncsc1CCOC(=O)c1ccc(Cl)cc1
-0.94 | 0.7 | i | CCNc1nc(NCC)n2c(SCC(=O)Nc3ccc(OC)c(OC)c3)nnc2n1
0.18 | -2.7 | i | CC(C)OC(=O)C(C)Oc1ccc(C(=O)NCCc2ccccc2)cc1 (stereo not given)
0.58 | 24.3 | i | COc1ccc(C(=O)Nc2ccccc2C(=O)N/N=C/c2ccc(O)c(OC)c2)cc1
-0.62 | -1.0 | i | Cc1cccc(NC2=C(Cl)C(=O)OC2OC(C)C)c1 (stereo not given)
-2.88 | -1.3 | i | COc1cccc(-c2nc(NC(C)(C)C)c3ccccc3n2)c1O
-0.57 | -0.1 | i | CC(C)C(Nc1ccc(S(=O)(=O)N2CCOCC2)cc1[N+](=O)[O-])C(=O)O (stereo not given)
-0.06 | -0.2 | i | CC(Nc1ccccc1N1CCCCC1)C(=O)N1CCc2ccccc21 (stereo not given)
0.24 | -0.7 | i | CN(C(=O)CSc1ncnc2sccc12)c1c(N)n(Cc2ccccc2)c(=O)[nH]c1=O
-0.82 | -0.9 | i | C=CCC1NS(=O)(=O)O[C@H](CCCC)[C@@H]1O (stereo not given in full)
0.37 | -3.4 | i | O=C(O)c1ccc(C2SCC(=O)N2Cc2ccccc2)cc1 (stereo not given)
-0.28 | -0.1 | i | COc1ccccc1NC(=O)C(=O)/C=C(\O)c1ccccc1
-1.08 | 0.1 | i | CCOC(=O)C1CCCN(C(=O)c2cc3cc(OC)c(OC)cc3[nH]2)C1 (stereo not given)
0.79 | 3.4 | i | COc1ccccc1-c1c(C)oc2c(CN3CCN(C)CC3)c(O)ccc2c1=O
-1.63 | -0.7 | i | N#Cc1ccc(OC(=O)c2cnccn2)cc1

# More entries
Kir21 inh | STK33 kinase inh | KCNQ2 inh | Molecule
0.05 | -0.8 | i | COc1cccc(NC(=O)CN2CCN(S(=O)(=O)c3ccc(C(C)C)cc3)CC2)c1
-0.08 | -0.9 | i | O=C(NCC1CCCO1)C1CC1(c1ccccc1)c1ccccc1 (stereo not given)
-0.03 | 0.3 | i | COc1cccc(CC(Cc2nc3ccccc3[nH]2)c2nc3ccccc3[nH]2)c1 (stereo not given)
1.23 | 0.3 | i | Cc1cc([N+](=O)[O-])nn1CC(=O)NC(C)c1ccccc1 (stereo not given)
-1.61 | -1.0 | i | CCOc1ccc2c(c1)c(N=O)c(O)n2C

# Look-ups from above:
# CCOc1ccc2c(c1)c(N=O)c(O)n2C | STK33 kinase inh: -1.0
# COc1cccc(CC(Cc2nc3ccccc3[nH]2)c2nc3ccccc3[nH]2)c1 (stereo not given) | Kir21 inh: -0.03

# Bioassay records: PubChem, several laboratories

# This is a random part of the collection; about 1.9% have a hit in one of these screens.
